High-throughput results (PubChem BioAssay)
RMI FANCM FP = RMI-FANCM interaction inhibition | Fluorescence polarization, RMI core complex with F-MM2 peptide; hits give low values | FP signal (polarization) at 33 µM | 70,000 compounds, 0.58% hits; in the data active = FP signal below about 40; also: inactives centre near 61; strong numbers were not always called active; unit not given here
An asterisk follows results filed as active; & = joins results of further samples. These rows are one share of the data; count on the stated rates, not on these rows.

SMILES	RMI FANCM FP
CN1CCCc2cc(C(CNS(=O)(=O)c3ccc(F)cc3F)N(C)C)ccc21 (stereo not drawn)	63
COc1ccc(CC(=O)N2CCC(c3nnc(-c4ccc(F)cc4)o3)CC2)cc1	59
Cc1nc(NC2CCCCC2)c2c3c(sc2n1)CC(C)CC3 (stereo not drawn)	71
O=C(Nc1cccc(-c2ccc3nnc(-c4cccnc4)n3n2)c1)c1cccc2ccccc12	80
O=C(CN1CCN(Cc2nc(-c3cccs3)cs2)CC1)NCCc1ccccc1	60
O=C(NC(=S)Nc1ccc(S(=O)(=O)N2CCc3ccccc32)cc1)C1CCCC1	54
CC(C)(C)C1=C(C#N)C(c2cccs2)C(C#N)=C(NC(=O)NC(=O)c2c(F)cccc2Cl)O1 (stereo not drawn)	51
O=C(c1ccc(F)cc1)c1sc(Nc2cccnc2)nc1-c1ccccc1	54
O=C(O)COCCN1CCN([C@H](c2ccccc2)c2ccc(Cl)cc2)CC1	59
COC(=O)c1cc(OC)c(OC)cc1NC(=O)c1cnc(N(C)C)nc1C(F)(F)F	61

Next section; it opens with the 4 that closed the last part.
SMILES	RMI FANCM FP
CC(C)(C)C1=C(C#N)C(c2cccs2)C(C#N)=C(NC(=O)NC(=O)c2c(F)cccc2Cl)O1 (stereo not drawn)	51
O=C(c1ccc(F)cc1)c1sc(Nc2cccnc2)nc1-c1ccccc1	54
O=C(O)COCCN1CCN([C@H](c2ccccc2)c2ccc(Cl)cc2)CC1	59
COC(=O)c1cc(OC)c(OC)cc1NC(=O)c1cnc(N(C)C)nc1C(F)(F)F	61
Clc1ccc(CN2CCN(c3ncnc4c3cnn4-c3ccccc3)CC2)cc1Cl	61
CCCCOc1ccc(C(=O)Nc2cccc(C)n2)cc1	64
Clc1ccc(-n2nnnc2-c2cccnc2)c(Cl)c1	60
CCC(C)NC(=O)CSc1ccc(N2CCN(c3cccc(C(F)(F)F)c3)CC2)nn1 (stereo not drawn)	65
COc1ccc2nc(-c3ccc(F)c(NC(=O)COc4ccc(Cl)cc4)c3)cn2n1	124
O=C(O)CC1CSc2nccc(=O)n21 (stereo not drawn)	71
CN1C(=O)CC[C@H]1c1cccnc1	57&59&58
COc1ccc(CS/C(N)=N\N)cc1	55&55
CSc1nnc(SCC(=O)N2CCC(C(F)(F)F)CC2)s1	57
O=C(Nc1ccc(F)cc1)C(=S)NCc1ccccc1	54

Retrieved by compound from the entries so far:
SMILES	RMI FANCM FP
COc1ccc(CS/C(N)=N\N)cc1	55&55
COC(=O)c1cc(OC)c(OC)cc1NC(=O)c1cnc(N(C)C)nc1C(F)(F)F	61

Next records follow:
SMILES	RMI FANCM FP
CC1(C)SC2C(NC(=O)C(N)c3ccccc3)C(=O)N2C1C(=O)O (stereo not drawn)	60
CNC(=O)NNC(=O)c1ccc(C(C)(C)C)cc1	57
O=C(Nc1ccc(Cl)cc1)c1cncc(C#Cc2ccccc2)c1	68
Cc1ccc(S(=O)(=O)N2CCN(c3ccc(-c4cccs4)nn3)CC2)c(C)c1	67
COc1ccc(Cl)cc1NC(=O)CC1C(=O)NCCN1C(=S)Nc1ccccc1 (stereo not drawn)	64
O=C1c2ccccc2C(=O)c2c1ccc(O)c2O	53
CCOc1cc(C(=O)NCc2ccsc2)cc(OCC)c1OCC	67
CC12CC3CC(Br)(C1)CC(C(=O)NC(C)(C)CO)(C3)C2 (stereo not drawn)	68
C=CCn1c(SCC(N)=O)nc2scc(-c3ccc(C)o3)c2c1=O	69
O=C(CCCCC(=O)NCC(=O)ON1C(=O)CCC1=O)NCC(=O)ON1C(=O)CCC1=O	57
COc1ccccc1-n1ncc2c(=O)[nH]c(SCCC(C)C)nc21	54
O=C(Nc1ccc(SCC(=O)N2CCc3ccccc32)nn1)c1ccccc1F	67
COc1ccc(NC(=O)CN2CCCC(c3nc4ccccc4[nH]3)C2)cc1 (stereo not drawn)	60
CCc1ccc(S(=O)(=O)Nc2cccc(-c3ccc4nnc(C)n4n3)c2)s1	63
c1ccc(OCc2nnc(SCc3ccccn3)o2)cc1	71
Cc1cc(-c2ccc(NC(=O)c3ccc4c(c3)OCCO4)c(C)c2)ccc1NC(=O)c1ccc2c(c1)OCCO2	67
N#Cc1c(NC(=O)Cc2ccccc2)sc2c1CCC2	56
CCOC(=O)c1cn[nH]c1S(=O)(=O)N1CCN(Cc2ccc3c(c2)OCO3)CC1	60
O=C(Nc1nnc(Cc2cccs2)o1)c1ccccc1F	71
CCOC(=O)Cc1csc(-c2ccc(F)cc2F)n1	61

Ordered by length of the SMILES (low to high): some entries from above
SMILES	RMI FANCM FP
CCOC(=O)Cc1csc(-c2ccc(F)cc2F)n1	61
O=C(Nc1nnc(Cc2cccs2)o1)c1ccccc1F	71
O=C(Nc1ccc(SCC(=O)N2CCc3ccccc32)nn1)c1ccccc1F	67

Additional results:
SMILES	RMI FANCM FP
CC(C)Oc1ccc(C(=O)N2CCN(Cc3nc(-c4ccco4)cs3)CC2)cc1	62
O=C(Cc1ccc(Cl)cc1)N1CCC(c2nnc(C3CC3)s2)CC1	61
CN(C)C(=S)NC(=O)C12CC3CC(C1)CC(c1ccccc1)(C3)C2	64
COC(=O)c1sccc1-c1ccc(CN2CCCc3cc(OC)ccc32)o1	56
CCc1ccc(C(=O)NCCCN2CCOC(c3ccccc3)C2)cc1 (stereo not drawn)	73
CC(=O)OC1CCC2(C)C3CCC4(C)C(C(C)CCCC(C)C)CCC4C3CC[C@@]2(O)C1 (stereo partly drawn)	53
O=C(CCCn1nc(-c2ccco2)ccc1=O)Nc1ccc(F)c(Cl)c1	63
O=C(Cc1ccc(Cl)cc1)N1CCCC(c2nnc(-c3cccs3)o2)C1 (stereo not drawn)	63
Cc1ccc(N2C(=O)CC(N3CCOCC3)C2=O)cc1C (stereo not drawn)	63
O=C(NCCc1ccco1)C(=O)Nc1ccc(F)c(Cl)c1	57
O=C(C1CCN(S(=O)(=O)c2ccc(Cl)s2)CC1)N1CCN(c2ccccc2)CC1	54
CN(C)c1ccc(C(=S)N2CCN(C(=S)c3cn(-c4ccccc4)nc3-c3ccccc3)CC2)cc1	54
COc1ccc(Oc2ccc([N+](=O)[O-])cc2C(=O)NNC(=O)c2ccc(C(F)(F)F)cc2)cc1	54
Cc1csc2nc(-c3ccc(NC(=O)c4ccc5ccccc5c4)cc3)cn12	81
CC(C)(C)c1ccc(C(=O)NNCc2ccc(Cl)cc2)cc1	62
O=c1nc(SCc2ccc(C(F)(F)F)cc2)c2c(n1CC1CCCO1)CCCC2 (stereo not drawn)	53
Cc1ccc(Nc2nc(C(=O)Nc3nccs3)cs2)c(C)c1	62
O=C(NCc1nnc(SCC(=O)N2CCCc3ccccc32)n1-c1ccc(Br)cc1)c1cccs1	82
CCOC(=O)c1[nH]ncc1-c1ccc(Cl)cc1Cl	47
CCCCOc1cc(C(=O)NCCN(CC)CC)c2ccccc2n1	79&41
COc1ccccc1-n1nnc(C(=O)OCc2nc(-c3ccc(C)cc3)oc2C)c1C	66
COC(=O)c1sccc1OC(=O)c1nn(-c2ccccc2)nc1C	62
Cc1c(Sc2ccc(Cl)cc2)cnn1CCC#N	58
CCSc1ccc2c3c(cccc13)C(=O)N(Cc1ccccc1)C2=O	50
COc1ccc(C2CC3CC(c4ccccc4)N2O3)cc1 (stereo not drawn)	59
Cc1ccc(Cl)cc1NC(=O)c1ccc(=O)n(C)n1	63
COc1cccc(-c2csc(-n3nc(C)cc3NC(=O)c3cccs3)n2)c1	82
COCCNC(=O)[C@H](C)NC(=O)c1ccc(Cl)cc1Cl	53
CC(C)Sc1ccc2nn(CC(=O)Nc3ccc(Br)cc3F)c(=O)n2n1	66
CC(C)c1n[nH]c(=O)c2c1cnn2-c1ccc(F)cc1	71
Cc1c(Cl)cccc1N=CC1=C(O)CC(C)(C)CC1=O	58
CCCCNC(=O)c1cc(S(=O)(=O)N(C)C)oc1C	57
O=S(=O)(Nc1ccccc1-c1nc2ccccc2s1)c1ccc(Cl)s1	57
CC(C(=O)O)C1SC(=O)NC1=O (stereo not drawn)	61
COc1cn(-c2ccc(F)cc2)nc1C(=O)NCc1ccco1	62
CCOc1ccc(CNC(=O)CCc2nc3sc4c(c3c(=O)[nH]2)CCCC4)cc1OCC	72
CCN1CCOc2ccc(NC(=O)c3cccc(OC)c3OC)cc2C1=O	57
O=C(Nc1cccc2cccnc12)C1CCCN1/C=C/C(=O)C(F)(F)F (stereo not drawn)	61
CSCCn1c(=NC(=O)c2ccnn2C)sc2cc(F)ccc21	70
CCCN(CCC)S(=O)(=O)c1ccc(C(=O)Nc2sc3c(c2C#N)CCC3)cc1	68
CC(C)(C)c1ccc(OCC(=O)Nc2ccc3c(c2)CN(C(=O)c2cccs2)CC3)cc1	67
CC(C)NC(=O)c1ccc(-c2c(Cl)cccc2Cl)o1	59
CCc1nnc(NC(=O)CSc2nnc(-c3c[nH]c4ccccc34)n2-c2ccc(F)cc2)s1	56
COc1cc(C(CC(=O)O)CC(=O)N2CCC(n3cccc3)CC2)cc(OC)c1OC (stereo not drawn)	57
CC(=O)c1ccc(C(=O)N(CCCN2CCOCC2)c2nc3c(F)cc(F)cc3s2)cc1	61
COc1ccc(S(=O)(=O)NC2CCS(=O)(=O)C2)cc1[N+](=O)[O-] (stereo not drawn)	63
O=c1ccc(-c2cccnc2)nn1CCNS(=O)(=O)c1ccc2c(c1)OCCO2	64
Cn1c(C2CCCN(S(C)(=O)=O)C2)nn(Cc2cccc(Cl)c2)c1=O (stereo not drawn)	60
Cc1cc(C(=O)N(CCN2CCOCC2)c2nc3c(C)c(C)ccc3s2)on1	65
N#Cc1cccnc1NNC(=O)c1ccccc1C(=O)O	53
Next part
SMILES	RMI FANCM FP
COc1ccc(NC(=O)CCCC(=O)O)c(OC)c1	61
CN(C)c1c(F)cc(/C(N)=N\O)cc1F	64
Nc1ccc(C23CC4CC(CC(C4)C2)C3)cc1	58
COc1cccc(C(=O)Nc2nnc(SCC(=O)Nc3cccc(C)c3)s2)c1OC	61
CC(=O)c1ccc(S(=O)(=O)N2CCN(c3ccc4nnc(C5CC5)n4n3)CC2)cc1	66
COc1ccc(N2CC(NC(=O)c3ccc(S(=O)(=O)N4CCOCC4)cc3)CC2=O)cc1OC (stereo not drawn)	54
Cc1nc(C)c(C(=O)NCCn2nc(-c3cccs3)ccc2=O)s1	54
CN1C/C(=C\c2ccccc2)C(=O)/C(=C/c2ccccc2)C1	54
COc1ccc(-c2cn3c(CC(=O)Nc4cccc(C)c4C)csc3n2)cc1	65
COc1ccccc1N1CCN(CCNC(=O)c2ccccc2C(F)(F)F)CC1	62

Given with each value named: 4 of the compounds above.
Compound: CN(C)c1c(F)cc(/C(N)=N\O)cc1F
  RMI FANCM FP: 64
Compound: Nc1ccc(C23CC4CC(CC(C4)C2)C3)cc1
  RMI FANCM FP: 58
Compound: COc1cccc(C(=O)Nc2nnc(SCC(=O)Nc3cccc(C)c3)s2)c1OC
  RMI FANCM FP: 61
Compound: CC(=O)c1ccc(S(=O)(=O)N2CCN(c3ccc4nnc(C5CC5)n4n3)CC2)cc1
  RMI FANCM FP: 66

Later entries.
SMILES	RMI FANCM FP
C#CCn1c(=NC(=O)c2cccc(Br)c2)sc2cc(S(N)(=O)=O)ccc21	105
O=C(Nc1cc(-c2ccccc2)[nH]n1)c1ccc(Cl)cc1	54
Cc1cccc(NC(=O)C(=O)NCCN2CCN(c3ccc(F)cc3)CC2)c1C	69
CCC(CC)C(=O)NCCn1ncc2c(=O)n(Cc3cccc(C)c3)cnc21	67
COc1ccc2c(c1)C(=O)N(CCc1ccc(S(=O)(=O)NC(=O)NC3CCCCC3)cc1)C(=O)C2(C)C	54
CN[C@@H]1[C@H](O[C@H]2[C@H](O[C@@H]3[C@@H](O)[C@H](O)[C@@H](N=C(N)N)[C@H](O)[C@H]3N=C(N)N)O[C@@H](C)[C@]2(O)C=O)O[C@@H](CO)[C@H](O)[C@H]1O	63
Cc1nc2ccc(NC(=O)c3ccccn3)cc2c(=O)n1-c1ccc(F)cc1	62
O=C(Cc1ccc(Cl)cc1)NCCn1ncc2c(NCc3ccc(F)cc3)ncnc21	62
O=C(NCCn1ncccc1=O)c1ccc(Cl)cc1Cl	62
COc1ccccc1NC(=O)c1ccc(S(=O)(=O)c2ccc(Br)cc2)nc1	64
O=C(NCc1ccc2c(c1)OCO2)C1CCN(c2ccc(-c3ccccc3)nn2)CC1	86
Nc1nonc1-c1nc2ccccc2n1CC(=O)NC1CCCC1	59
CSc1nc2ccc(NC(=O)c3ccc(S(=O)(=O)N4CCCCCC4)cc3)cc2s1	83
CCOC(=O)c1sc(NC(=S)NC(=O)c2ccccc2)c(C(=O)OCC)c1C	67
CCOC(=O)N1CCN(S(=O)(=O)c2ccc(C(=O)N(CCN(C)C)c3nc4c(OCC)cccc4s3)cc2)CC1	71
CCn1ccc(C(=O)Nc2ccc(S(C)(=O)=O)cc2)n1	63
COc1ccc2cc(C(=O)Nc3ccc(S(N)(=O)=O)cc3)sc(=O)c2c1OC	76
COCCN1CCC(CNS(=O)(=O)CCc2ccc(OC)cc2)CC1	72
COc1ccc(S(=O)(=O)NCC(c2cccs2)N2CCc3ccccc3C2)cc1OC (stereo not drawn)	53
O=C(N(Cc1ccc(F)cc1)c1ccccc1)C12CC3CC(CC(C3)C1)C2	60
CN(C)S(=O)(=O)c1ccc(C(O)=C(C#N)c2nc3ccccc3s2)cc1	87
O=C(c1ccc(F)cc1)N1CCCn2c(SCc3ccccc3Cl)nnc21	53
COc1ccc(C(=O)Nc2cc(C)nn2-c2nc3c(cnn3-c3ccc(C)cc3)c(=O)[nH]2)cc1	64
Cc1ccc([N+](=O)[O-])cc1S(=O)(=O)N1CCN(c2cccc(Cl)c2)CC1	59
CCOc1ccc2c(c1)sc(=NC(=O)c1cccc(N3C(=O)CCC3=O)c1)n2C	63
CCOc1ccc(S(=O)(=O)NCCCn2ccnc2)c2ccccc12	64
COc1ccc(CC(=O)NCCn2ncc3c(=O)n(Cc4cccc(C(F)(F)F)c4)cnc32)cc1OC	69
Cc1cccc(Cn2nc(-c3ccc(Br)cc3)ccc2=O)c1	52
